Epigenetic derep: regulators of epigenetic silencing causing reporter derepression in mouse cells; murine LDR cells, GFP reporter derepression, 30 h; Potency, µM (doses to about 53.9 µM), without a hit: at the highest dose GFP activation, usual class: activators; 280,000 compounds, 0.2% hits; also: potency is read from the fitted curve at half-maximal effect; % of control where 0% means no effect; nearly all actives have a fitted effect of over 60% in size
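Murine LDR cells bearing a silenced CMV-driven GFP reporter were exposed to compound for 30 h at 37 C. After PBS washes, GFP-positive cells (20-120 um objects) counted by laser-scanning microplate cytometry.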
Tau fibril FP: tau fibrillization inhibition (FP); 280,000 compounds, 0.39% hits; K18 P301L tau heparin fibrillization, Alexa594 FP, 6 h; P10636; Potency, µM (doses to about 57.7 µM), without a hit: top-dose activity, negative = inhibition, most hits filed as inhibitors; also: potency is read from the fitted curve at half-maximal effect; % is scaled to controls: 0 for no effect and ±100 for the full control effect; nearly all actives have a fitted effect of over 55% in size
Target sequence (P10636 561-689 P618L limits assumed): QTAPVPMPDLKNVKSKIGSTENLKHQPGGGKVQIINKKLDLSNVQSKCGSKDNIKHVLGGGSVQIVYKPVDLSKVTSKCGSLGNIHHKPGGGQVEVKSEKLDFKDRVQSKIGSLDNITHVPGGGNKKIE
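Human K18 P301L fragment (15 uM unlabeled plus 0.24 uM Alexa 594-labeled) in 100 mM sodium acetate pH 7 with compound, aggregation induced by 20 uM heparin for 6 hr at 37 C. ThT (30 uM) added for 1 hr, then Alexa 594 FP read.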
Tau fluor cs: counter-screen for tau fibril formation inhibitors | 280,000 compounds, 0.93% hits | tau K18 P301L Alexa594 fluorescence, heparin fibrillization | Potency, µM (titrated, usually from 57.7 µM), for the others: top-dose activity change, negative = decrease; also: potency is read from the fitted curve at half-maximal effect; % is scaled to controls: 0 for no effect and ±100 for the full control effect; nearly all actives have a fitted effect of over 55% in size
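Human tau K18 P301L (15 uM unlabeled, 0.24 uM Alexa 594-labeled) in 100 mM sodium acetate pH 7 with 20 uM heparin, 6 hr at 37 C. ThT 30 uM added, 1 hr ambient; Alexa 594 FP and total fluorescence read at 555/632 nm.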
CBFb RUNX1 block: CBF-beta/RUNX1 interaction disruption. Q01196+Q13951. AlphaScreen CBFb-His/RUNX1-biotin binding, biochemical. Potency, µM (titrated, usually from 59.8 µM), for inactives: at the highest dose activity, negative = inhibition, most hits filed as inhibitors. 230,000 tested, under 10 active; also: % of control where 0% means no effect
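His-tagged CBF-beta and biotinylated RUNX1 (30 nM each) were premixed 20 min at room temperature, exposed to compound for 15 min, then given nickel-chelate and streptavidin AlphaScreen beads (50 ng each). After 90 min, AlphaScreen signal was read.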
TRb-SRC2 inh: TRbeta-SRC2 interaction inhibition | P10828 | TRbeta-SRC2 peptide binding, fluorescence polarization; receptor liganded with 1 µM T3 | Potency, µM (top dose mostly 106 µM), for the others: top-dose activity change, negative = inhibition, most hits filed as inhibitors | 280,000 compounds, 0.065% hits | AID 1469;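 also: potency is read from the fitted curve at half-maximal effect; plate controls were bound peptide for no effect and peptide without receptor for full effect; nearly all actives have a fitted effect of over 50% in size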
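Human TRb ligand-binding domain (0.6 uM) is mixed with 20 nM Texas Red SRC2 peptide and 1 uM T3; after compound addition and 5 hr at ambient temperature, polarization is measured and normalized to unbound and bound controls.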
TR SRC2 fluor cs: alters Texas Red total fluorescence, flagging assay interference; 280,000 compounds, 0.29% hits; AID 1479; Potency, µM (doses to about 106 µM), for the others: at the highest dose fluorescence change, negative = quenching; TRb/SRC2 Texas Red total fluorescence interference; active = well fitted curve in either direction with a large enough effect; inconclusive = small, poorly fitted or top-dose-only effect; also: potency is read from the fitted curve at half-maximal effect; % is scaled to controls: 0 for no effect and ±100 for the full control effect
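Flags fluorescent or light-absorbing compounds by total fluorescence, S + 2P, at 555 nm excitation and 632 nm emission. Mixture: 20 nM Texas Red SRC2 peptide, 0.6 uM human TRb LBD, 1 uM T3, 5% DMSO; compound exposure 5 h at ambient temperature.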
GLA spleen mod: alpha-galactosidase A (human) modulation; P06280; human spleen homogenate, 4MU-alpha-Gal fluorescence, 40 min; Potency, µM (top dose mostly 80 µM), inactives show top-dose activity change, negative = inhibition, actives largely listed as inhibitors; 240,000 compounds, 0.008% hits;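 also: potency is read from the fitted curve at half-maximal effect; 0% = enzyme with vehicle and -100% = no enzyme basal signal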
Target sequence (P06280 32-429 limits assumed): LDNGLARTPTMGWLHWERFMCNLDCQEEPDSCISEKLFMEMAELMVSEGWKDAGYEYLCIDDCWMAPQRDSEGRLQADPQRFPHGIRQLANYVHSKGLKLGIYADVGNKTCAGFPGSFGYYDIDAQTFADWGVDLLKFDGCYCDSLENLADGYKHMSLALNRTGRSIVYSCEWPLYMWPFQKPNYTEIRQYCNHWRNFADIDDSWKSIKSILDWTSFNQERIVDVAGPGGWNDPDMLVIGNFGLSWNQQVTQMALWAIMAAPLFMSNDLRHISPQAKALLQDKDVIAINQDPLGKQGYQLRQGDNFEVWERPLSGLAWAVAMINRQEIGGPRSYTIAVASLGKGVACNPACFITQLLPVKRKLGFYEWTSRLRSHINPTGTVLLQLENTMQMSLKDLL
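qHTS titration in buffer at pH 5.0. Alpha-galactosidase activity in spleen homogenate was measured via 4-methylumbelliferone release from 1 mM fluorogenic substrate after 40 min at 37C and a pH 10 stop. AC50 came from Hill fits of control-normalized data.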
NPSR antag: antagonists of human neuropeptide S receptor cAMP signaling | CHO-NPSR cells, cAMP TR-FRET, antagonist mode | Potency, µM (series often up to 38.3 µM), for inactives: at the top dose activity change, negative = inhibition, hits mostly inhibitors | Q6W5P4 | 220,000 compounds, 1% hits; also: potency is read from the fitted curve at half-maximal effect; % is scaled to controls: 0 for no effect and ±100 for the full control effect; nearly all actives have a fitted effect of over 50% in size; many of its hits are not listed in these tables
Target sequence (Q6W5P4 whole entry, looked up): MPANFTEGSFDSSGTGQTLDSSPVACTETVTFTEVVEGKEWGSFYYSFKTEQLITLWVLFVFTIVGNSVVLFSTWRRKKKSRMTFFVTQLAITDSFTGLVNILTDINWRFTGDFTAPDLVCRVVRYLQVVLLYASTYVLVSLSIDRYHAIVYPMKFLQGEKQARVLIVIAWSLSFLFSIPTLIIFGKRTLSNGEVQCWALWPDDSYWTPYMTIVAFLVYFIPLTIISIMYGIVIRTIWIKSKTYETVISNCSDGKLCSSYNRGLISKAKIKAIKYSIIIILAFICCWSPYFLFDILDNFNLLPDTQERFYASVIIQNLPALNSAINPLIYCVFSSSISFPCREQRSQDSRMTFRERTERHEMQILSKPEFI
* = called active by the depositor; ? = inconclusive; nt = not tested or not shown; & = joins results of further samples; [ ] = remark or other dose. Unless noted, calls follow the shape of the dose curve; as a rule, active = well fitted curve in the direction sought with a large enough effect; inconclusive = small, poorly fitted or top-dose-only effect, or another doubt; inactive = no such curve, though single readings can be large; an effect the other way counts as inactive or inconclusive.

SMILES	Epigenetic derep	Tau fibril FP	Tau fluor cs	CBFb RUNX1 block	TRb-SRC2 inh	TR SRC2 fluor cs	GLA spleen mod	NPSR antag
CCOC(=O)c1ccc(NC(=O)C2=C(C)Nc3nc(CCCO)nn3C2c2ccc(OC)cc2)cc1 (stereo not given)	-1.9%&-0.5%	-1%&1%	-12%&-15%	-4%	-14%&12%	-5%&-1%	-3%	-16%[46.1 µM]
COc1cc(NC(=O)CSc2ncnc3scc(-c4ccccc4)c23)c(C(=O)O)cc1OC	0.9%	-3%	-13%	-1%	7%	1%	2%	13%
CC1(CC(=O)N/N=C/c2cc([N+](=O)[O-])c(O)cc2O)OCCO1	0.1%	-4%	-10%	?	4%	-13%	-8%	-5%
CCOc1ccc(CC(=O)Nc2cc(=O)n(C)c(=O)n2C)cc1	2.8%	-5%	-4%	-1%	-10%	0%	-10%	17%
CCOC(=O)C1(C/C(C)=N/NC(N)=O)CC(C)(C)OC1=O (stereo not given)	-3.2%	0%	4%	18%	4%	0%	3%	42%
O=S(=O)(NC(=S)NC1CCCCC1)c1ccc(Cl)cc1	-4.1%	-7%	-12%	5%	0%	-3%	-2%	9%
CCOc1ccc(-n2c(=O)[nH]cc(C(=O)N3CCc4ccccc43)c2=O)cc1	-0.9%	-6%	-9%	0%	-2%	1%	-10%	3%[46.1 µM]
N#Cc1cnc(N)c(Br)c1	-0.5%	-3%	0%	-19%	1%	-1%	8%	8%
N#CCCN/N=C(/Cc1nc2ccccc2[nH]1)c1ccc(Cl)cc1	1.1%	8%	?	-3%	6%	6%	5%	-24%[46.1 µM]
CCC(=O)c1c(NC)cc(C)oc1=O	2.3%	8%	-7%	6%	0%	1%	10%	30%
COc1ccc(N2C(=O)/C(=C/c3ccc([N+](=O)[O-])cc3)C=C2c2ccccc2)cc1	-1.2%	1%	-27%	-8%	-1%	-1%	2%	-13%[46.1 µM]
COc1cccc(CN2C(=O)C3(SCC(=O)N3c3ccc(C)c(Cl)c3)c3ccccc32)c1 (stereo not given)	-1.8%	-11%	-15%	nt	-8%	-1%	nt	nt
Cc1onc(-c2ccccc2)c1C(=O)N1CCCN2C(=O)c3ccccc3C21 (stereo not given)	-0.1%	7%	-6%	0%	1%	0%	1%	-10%
CCNc1nc(=S)nc(NCc2ccccc2)[nH]1	-2.2%	6%	5%	12%	3%	-2%	3%	3%
Cc1cc(C)cc(NC(=O)C(=O)NCCc2sc(-c3cccc(F)c3)nc2C)c1	-1.7%	-1%	-7%	nt	1%	3%	nt	nt
Cc1cc(NC(=O)CN2C(=O)CC(c3ccco3)Sc3ccccc32)no1 (stereo not given)	6.0%	13%	7%	-2%	4%	4%	-1%	-4%[46.1 µM]
COc1cccc(Nc2nc3cc(C)ccc3nc2NS(=O)(=O)c2ccc(Cl)cc2)c1	-1.1%	5%	?	nt	-2%	-42%	nt	nt
Cn1c2ccccc2n2c(=O)c(Cl)c(-c3ccccc3)c(C#N)c12	7.3%	-6%	-4%	5%	-2%	2%	11%	-39%
S=c1[nH]nc(COc2ccccc2)n1C1CCCCC1	0.0%	4%	4%	1%	-1%	-2%	-2%	-4%[46.1 µM]
COc1cccc(CNC(=O)CSc2nnc(C)c3c(C)n(-c4ccccc4)nc23)c1OC	5.4%	-7%	-8%	nt	-11%	1%	nt	nt
COc1ccc(N2CCN(C(=O)CCc3c(C)nc4cc(-c5cccc(F)c5)nn4c3C)CC2)cc1	0.8%	4%	-23%	nt	-7%	4%	nt	nt
Cc1ccc(CN(C(=O)C(F)(F)F)C(C(=O)NC2CCCCC2)c2ccco2)cc1 (stereo not given)	1.0%	2%	-11%	2%	1%	0%	-1%	?
COc1ccccc1/C=C/CN1CCC(CO)(Cc2ccccc2)CC1	-0.5%	7%	12%	4%	2%	-2%	-2%	-9%
O=C(O)C1C2C=CC3(CN(C4CCCC4)C(=O)C13)O2 (stereo not given)	0.0%	3%	19%	21%	-12%	-2%	0%	-5%[46.1 µM]
N[C@H](COP(=O)(O)O)C(=O)O	0.8%	3%	1%	6%	-4%	-1%	9%	nt
Following part:
SMILES	Epigenetic derep	Tau fibril FP	Tau fluor cs	CBFb RUNX1 block	TRb-SRC2 inh	TR SRC2 fluor cs	GLA spleen mod	NPSR antag
COC(=O)CCC(=O)NNC(=O)Cc1ccccc1	-0.1%	2%	6%[2.34 µM]	10%	0%	-2%	9%	0%
COc1ccc(N2CCN(C(=O)/C=C/c3ccco3)CC2)cc1	-1.9%	?	-11%	3%	-1%	-1%	-2%	-15%
Cn1c(=O)cc(SCC(=O)NCCCN2CCN(c3ccc(F)cc3)CC2)c2ccccc21	0.0%	?	?	4%	10%	4%	-5%	?
Cc1ccc(C(=O)N/N=C\c2sccc2C)cn1	-2.0%	-11%	3%	6%	-1%	-2%	7%	-24%
CCOC(=O)c1noc2ncnc(NCc3ccccc3OC)c12	2.3%	-10%	-11%	nt	-7%	-2%	nt	nt
Cc1ccc2occ(CC(=O)N(Cc3ccc(C(C)C)cc3)C3CCS(=O)(=O)C3)c2c1 (stereo not given)	-1.9%	11%	-17%	nt	3%	5%	nt	nt
COc1ccc2c(c1)C(=O)[C@H](OC(=O)NS(=O)(=O)c1ccc(F)cc1)[C@@H](c1ccc(OC)c(Br)c1)O2	-0.3%	-6%	-6%	12%	-6%	-1%	19%	nt
CC(C(=O)NC(C)(C)C)N1C(=O)c2cccc3cccc(c23)C1=O (stereo not given)	2.6%	-12%	-10%	0%	1%	0%	-5%	-8%
COc1ccc(S(=O)(=O)Nc2ccc3c(c2)CCC3)cc1	2.4%	-1%	-22%	-1%	-2%	2%	-5%	-5%
C/C(CC(=O)N(C(C)C)C(C)C)=N\NC(=O)c1ccccc1Br	-3.8%	6%	6%	2%	2%	-1%	-1%	9%
COc1cc(C(=O)n2nc(C)cc2C)cc(OC)c1OC	-2.9%	9%	9%	0%	-15%	-1%	2%	5%[46.1 µM]
O=C(c1ccc(F)cc1)N1CCC(n2nnc3ccccc32)CC1	0.0%	-4%	-1%	2%	6%	2%	-4%	11%
C=CCN(c1ccc(C(=O)NCCc2ccccc2)cc1)S(C)(=O)=O	3.7%	0%	-14%	-5%	-18%	-1%	-5%	2%[46.1 µM]
COCCN1Cc2cccc(C(=O)Nc3ccc4c(c3)OCCO4)c2C1=O	7.9%	3%	-19%	2%	-3%	-3%	1%	-10%[46.1 µM]
C=CCN1C(=O)CN=C1Nc1ccc(OC)cc1OC	0.8%	-6%	-10%	-2%	2%	-2%	-5%	2%[46.1 µM]
COc1ccc(CCNC2=NCCS2)cc1	-3.9%	-12%	1%	1%	-7%	0%	4%	1%[46.1 µM]
CCCC(=O)C1=C(O)C(C(=O)OC)C(C)(C)CC1=NC(C)(C)C (stereo not given)	-6.6%	10%	-3%	8%	-18%	1%	-4%	-2%[46.1 µM]
Cc1cccc(-n2c(Cc3cc(=O)[nH]c(=O)[nH]3)nnc2SCC(=O)Nc2cccc(C(F)(F)F)c2)c1	1.1%	-2%	-22%	8%	-1%	2%	-1%	4%
Oc1ccc(Cl)cc1C1=NNC(c2cc(Br)cc3c2OCOC3)C1 (stereo not given)	1.2%	-12%	-7%	2%	11%	-2%	4%	-6%

In the list so far, these have fluorine:
SMILES	Epigenetic derep	Tau fibril FP	Tau fluor cs	CBFb RUNX1 block	TRb-SRC2 inh	TR SRC2 fluor cs	GLA spleen mod	NPSR antag
Cc1cc(C)cc(NC(=O)C(=O)NCCc2sc(-c3cccc(F)c3)nc2C)c1	-1.7%	-1%	-7%	nt	1%	3%	nt	nt
COc1ccc(N2CCN(C(=O)CCc3c(C)nc4cc(-c5cccc(F)c5)nn4c3C)CC2)cc1	0.8%	4%	-23%	nt	-7%	4%	nt	nt
Cc1ccc(CN(C(=O)C(F)(F)F)C(C(=O)NC2CCCCC2)c2ccco2)cc1 (stereo not given)	1.0%	2%	-11%	2%	1%	0%	-1%	?
Cn1c(=O)cc(SCC(=O)NCCCN2CCN(c3ccc(F)cc3)CC2)c2ccccc21	0.0%	?	?	4%	10%	4%	-5%	?
COc1ccc2c(c1)C(=O)[C@H](OC(=O)NS(=O)(=O)c1ccc(F)cc1)[C@@H](c1ccc(OC)c(Br)c1)O2	-0.3%	-6%	-6%	12%	-6%	-1%	19%	nt
O=C(c1ccc(F)cc1)N1CCC(n2nnc3ccccc32)CC1	0.0%	-4%	-1%	2%	6%	2%	-4%	11%
Cc1cccc(-n2c(Cc3cc(=O)[nH]c(=O)[nH]3)nnc2SCC(=O)Nc2cccc(C(F)(F)F)c2)c1	1.1%	-2%	-22%	8%	-1%	2%	-1%	4%

Compound activity (PubChem BioAssay)

An excerpt, so the mix of outcomes need not match the whole.
